SENP1 FRET inh = human SENP1 catalytic domain inhibitors, primary screen, biochemical, FRET, uHTS | Sentrin-specific protease 1 (Homo sapiens), Q9P0U3 | recombinant SENP1 catalytic domain, CyPet-SUMO1-YPet FRET cleavage | inhibition, % at 10 µM | actives 0.21% (n = 360,000) | AID 624204, 2012;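 active means inhibition at least 30% at 10 µM, raw YFP signal under a set limit, fluorescence ratio 0.5 to 1.5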;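 further: 0% = enzyme with DMSO and 100% = no enzyme wells; some results filed as inactive read as strong as hits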
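Material: hSENP1 catalytic domain, recombinant; medium: Tris pH 8 with BME, BSA, NP40 and catalase; compound: single concentration of 10 µM compound, 0.5% DMSO final; technique: FRET read of cyan and yellow fluorescence; timing: 50 min enzyme reaction, room temperature, light-protected; reagent: SFCypet-SUMO1-SFYpet substrate at 25 nM; control set: no-enzyme low, enzyme-DMSO high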
MIN6 prolif = inducers of MIN6 beta-cell proliferation, primary screen, ATP luminescence, uHTS. MIN6 cells proliferation, ATPlite luminescence, 48 h; cells starved in 0.2% serum; 100% = growth in 10% serum. proliferation, % at 10 µM. actives 0.29% (n = 330,000);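 active means compounds whose signal lies at least 3.5 SD above the mean of all wells on their plate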;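 further: 0% = DMSO-treated cells in low-serum medium and 100% = 10% serum control; some compounds called inactive have numbers as strong as hits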
SENP7 block = SENP7 protease inhibitors, primary screen, biochemical, luminescence, uHTS | actives 1.5% (n = 330,000) | recombinant SENP7, Z-RLRGG-aminoluciferin luminescence, 40 min | inhibition, % at 5 µM | AID 434973, 2010 | Sentrin-specific protease 7 (Homo sapiens), Q9BQF6;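 active means inhibition above about 50% at the single test dose, limit read from the data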;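 further: plate controls were DMSO with enzyme for no effect and no enzyme buffer wells for full effect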
SENP8 block-1 = human SENP8 protease inhibitors, primary screen, biochemical, fluorescence, Nedd8 protein substrate, uHTS; Sentrin-specific protease 8 (Homo sapiens), Q96LD8; recombinant SENP8; inhibition, % at 20 µM; actives 0.64% (n = 360,000); AID 602440, 2012; in the data active means inhibition mostly above about 40%, no sharp cut-off; inactive means mostly below about 27%
UBC13 polyUb = UBC13 polyubiquitin chain formation inhibitors, primary screen, biochemical, TR-FRET, uHTS; inhibition, % at 20 µM; actives 0.47% (n = 330,000); AID 485273, 2010; in the data active means inhibition above about 45%, passing the limit was not always enough
Target sequence (P61088 whole entry, looked up): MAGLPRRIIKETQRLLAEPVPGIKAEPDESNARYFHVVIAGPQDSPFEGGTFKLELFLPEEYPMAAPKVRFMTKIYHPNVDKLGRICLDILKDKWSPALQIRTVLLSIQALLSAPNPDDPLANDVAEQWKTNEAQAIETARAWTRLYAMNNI
HKDC1 inh = HKDC1 hexokinase inhibitors, primary screen, biochemical, fluorescence, uHTS | Q2TB90 | recombinant HKDC1, G6PDH/diaphorase resazurin coupled fluorescence | inhibition, % at 20 µM | actives 0.16% (n = 340,000) | AID 493160, 2011;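 active means inhibition above about 35% when tested at 20 µM, limit read from the data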;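 further: plate controls were DMSO wells with enzyme for no effect and DMSO wells lacking enzyme for full effect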
Target sequence (Q2TB90 whole entry, looked up): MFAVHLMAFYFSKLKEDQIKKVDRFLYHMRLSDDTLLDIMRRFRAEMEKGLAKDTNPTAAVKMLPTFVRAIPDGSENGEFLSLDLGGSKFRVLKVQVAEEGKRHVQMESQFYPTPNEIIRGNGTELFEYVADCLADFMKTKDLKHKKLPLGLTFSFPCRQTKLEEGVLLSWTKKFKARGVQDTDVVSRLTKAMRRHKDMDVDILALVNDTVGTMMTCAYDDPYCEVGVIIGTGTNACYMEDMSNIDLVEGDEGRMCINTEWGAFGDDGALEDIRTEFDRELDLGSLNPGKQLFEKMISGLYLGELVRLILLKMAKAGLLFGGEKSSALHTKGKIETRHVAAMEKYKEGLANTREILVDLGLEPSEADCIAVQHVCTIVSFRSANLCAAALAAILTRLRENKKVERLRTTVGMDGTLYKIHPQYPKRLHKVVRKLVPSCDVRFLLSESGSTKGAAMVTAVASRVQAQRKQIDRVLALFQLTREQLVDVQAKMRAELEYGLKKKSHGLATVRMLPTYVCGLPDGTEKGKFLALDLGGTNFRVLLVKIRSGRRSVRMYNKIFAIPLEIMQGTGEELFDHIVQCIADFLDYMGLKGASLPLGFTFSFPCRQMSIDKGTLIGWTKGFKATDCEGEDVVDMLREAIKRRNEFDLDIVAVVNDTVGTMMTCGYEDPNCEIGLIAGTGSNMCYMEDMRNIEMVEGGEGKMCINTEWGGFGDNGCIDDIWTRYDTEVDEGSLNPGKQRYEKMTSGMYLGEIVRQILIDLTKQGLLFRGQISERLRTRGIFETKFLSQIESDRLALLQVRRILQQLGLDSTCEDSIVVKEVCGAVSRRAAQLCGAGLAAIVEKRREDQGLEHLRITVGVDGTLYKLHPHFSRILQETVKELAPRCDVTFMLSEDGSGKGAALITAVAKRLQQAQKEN
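Material: recombinant HKDC1 hexokinase; Amount: HKDC1 at 5 µg/mL; Medium: Tris pH 8.0 buffer with MgCl2, Tween-20, BSA, BME; Schedule: 90 min reaction incubation at room temperature, dark; Technique: coupled resazurin fluorescence, excitation 525 nm, emission 613 nm.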
SENP6 block = SENP6 protease inhibitors, primary screen, biochemical, luminescence, uHTS | AID 2599, 2010 | inhibition, % at 10 µM | Sentrin-specific protease 6 (Homo sapiens), Q9GZR1 | actives 1.8% (n = 330,000) | Recombinant SENP6 catalytic domain, aminoluciferin luminescence;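 active means inhibition above about 50% at the single tested dose, limit read from the data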;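 further: plate controls were DMSO wells with enzyme for no effect and DMSO wells lacking enzyme for full effect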
PfGluPho inh = PfG6PD enzyme inhibitors, primary screen, biochemical, fluorescence intensity, uHTS. actives 0.78% (n = 350,000). inhibition, % at 20 µM. PfGluPho enzyme, NADPH resazurin-diaphorase fluorescence. AID 504690, 2011;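 active means inhibition reaching at least a set limit at 20 µM in the primary screen, cut at about 59% in these data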;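 further: 0% = DMSO wells with substrate and 100% = DMSO wells lacking glucose-6-phosphate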
SENP8 block-2 = SENP8 protease inhibitors, primary screen, biochemical, luminescence; purified SENP8, Z-RLRGG-aminoluciferin cleavage; inhibition, % at 10 µM; actives 1.2% (n = 330,000); AID 2540, 2010; in the data active means inhibition above about 50%
An asterisk follows results filed as active; / = not tested or not shown. An unsorted share of the library; 4% or so of the library scored in one or more.

Below each SMILES – SENP1 FRET inh, MIN6 prolif, SENP7 block, SENP8 block-1, UBC13 polyUb, HKDC1 inh, SENP6 block, PfGluPho inh, SENP8 block-2
> Cc1ccc(S(=O)(=O)Cn2nnnc2C(C(C)C)N2CCSCC2)cc1 (stereo not given)
    3, -1, -10, 15, -2, 2, -2, -11, -11
> CC(C)(O)c1[nH]c2ccc(C(F)(F)F)cc2c1C(C)(C)O
    -3, -3, -9, -8, 1, -1, -1, 1, -13
> COc1ccccc1C(=O)NC(CCSC)C(=O)NNC(=O)c1csc(N2CCOCC2)n1 (stereo not given)
    1, -2, -1, -11, 4, -13, -2, -14, 11
> CCN(CC)CC(C)(C)C(=O)/C=C/c1ccc(/C=C/C(=O)C(C)(C)CN(CC)CC)cc1
    -3, /, /, 12, /, -3, /, 64*, /
> CCCN(CCC)CC(=O)NCC1(c2ccccc2)CCOCC1
    2, -3, 1, 21, 0, -1, 4, -10, 6
> Cc1cc(C)c(C)c(S(=O)(=O)N2CCCN(C)CC2)c1C
    2, -2, -4, 16, 0, -9, -25, -12, 1
> Cc1ccc(C(=O)N/C(=C/c2ccco2)C(=O)N2CCOCC2)cc1
    -1, 2, 3, 8, 4, -4, -14, -1, 2
> O=C1CCC(=O)N1OCCOc1ccc(Cl)c2ccccc12
    1, -2, 2, 9, 7, 1, 3, 12, -2
> CC(Cc1ccccc1)N/C=C1\CC(=O)NC1=O (stereo not given)
    -1, 1, -1, 15, -2, -6, -9, -9, 7
> N#C/C(=C\c1cn(CCOc2ccccc2F)c2ccccc12)C(=O)NCc1cccs1
    -22, -6, -3, -55, -8, 6, -21, 2, -15

Below each SMILES – SENP1 FRET inh, MIN6 prolif, SENP7 block, SENP8 block-1, UBC13 polyUb, HKDC1 inh, SENP6 block, PfGluPho inh, SENP8 block-2
> Cc1cc(Br)ccc1OCC(=O)N(Cc1nc(-c2ccccc2)no1)C(C)C
    -1, -6, 4, 11, 0, 5, -14, 1, -2
> Cc1ccc(C(=O)N/N=C/c2cccc(OC(=O)/C=C/c3ccco3)c2)cn1
    -1, -4, -2, 18, -6, -9, -15, 1, -7
> COc1ccc(CNC(=O)COC(=O)CCCOc2ccc(Cl)cc2Cl)cc1
    1, 0, 1, 13, -2, 9, -14, -2, -6
> Cc1cc(C)n(-c2nc(NCC(C)O)c3c4c(sc3n2)CCCC4)n1 (stereo not given)
    0, -1, -3, -436, 8, 4, -5, 41, -3
> COc1ccc(Br)cc1CN(C)CC(O)COc1ccc(Br)cc1 (stereo not given)
    1, 0, -6, 11, 3, -3, -25, 10, -6
> CSc1ncc(CN2CCc3c([nH]c4ccccc34)C2c2cccc(C)n2)cn1 (stereo not given)
    -18, -7, -6, 16, 13, 7, 5, -1, -5
> CCOc1ccccc1C1C(C#N)=C(N)Oc2cc(C)n(C)c(=O)c21 (stereo not given)
    -7, -1, 3, 6, 8, 15, 4, 14, 8
> COc1ccc2c(c1)NC(c1ccc(N(C)C)cc1)c1cccn1-2 (stereo not given)
    -34, -2, -6, -429, 5, 2, -8, -8, 5
> COc1ccc(OCC(=O)Nc2ccc(N3CCC(C)CC3)cc2)cc1
    -1, -4, -5, 9, 12, 0, -5, 20, -1
> NS(=O)(=O)c1ccc(CNS(=O)(=O)c2ccc(Cl)nc2)cc1
    0, -2, 0, -11, 13, -6, 8, -1, 8

Below each SMILES – SENP1 FRET inh, MIN6 prolif, SENP7 block, SENP8 block-1, UBC13 polyUb, HKDC1 inh, SENP6 block, PfGluPho inh, SENP8 block-2
> CCOC(=O)C1=C(C)NC(=O)NC1c1ccc(Cl)cc1Cl (stereo not given)
    0, 1, 2, 17, 2, -8, -1, 3, 4
> COCCN(CCOC)Cc1c(C)[nH]c2ccccc2c1=O
    1, -2, 3, 19, 0, -6, 14, -7, 9
> C/C(CC(=O)NCc1ccco1)=N\NC(=O)c1ccc([N+](=O)[O-])cc1Cl
    2, 1, -4, 25, 0, -5, -5, -10, 2
> Cc1cc(OCC(=O)N2CCC[C@@H]2C(=O)O)c2c(C)c(C)c(=O)oc2c1
    2, 2, 4, -3, 19, 0, 12, -11, -5
> CCC(C)NC(=O)c1ccc(CN2CCc3ccccc3C2)cc1 (stereo not given)
    0, -2, -4, 6, 9, -1, -2, -17, 0
> Cc1csc(NC(=O)CSc2nnc(-c3ccoc3C)o2)n1
    2, -5, -1, 16, -6, 1, -14, -11, 6
> Cc1nc(-c2nc(-c3c(C(=O)NNC(=O)Nc4cccc(Cl)c4)noc3C)cs2)cs1
    1, -4, -8, 14, -14, 0, -4, -1, -12
> CCn1cc(CN2CCN(Cc3ccsc3)C(CCO)C2)cn1 (stereo not given)
    5, -4, -6, 2, -8, -1, 0, -2, -13
> COc1ccccc1NS(=O)(=O)c1cccc(C(=O)NNC(=O)C(C)NC(=O)c2ccco2)c1 (stereo not given)
    3, -1, 4, 2, 10, -4, -15, -7, -2
> CCOC(=O)c1cccc(N2C(=O)Nc3ccccc3N2O)c1
    3, 0, 1, -60, -2, -7, -9, -24, -6

Below each SMILES – SENP1 FRET inh, MIN6 prolif, SENP7 block, SENP8 block-1, UBC13 polyUb, HKDC1 inh, SENP6 block, PfGluPho inh, SENP8 block-2
> Cc1cc(/C=C2/C(=N)N3C(=NC2=O)SN=C3S(C)(=O)=O)c(C)n1-c1ccccc1
    -100, -6, -5, -278, -6, 4, -17, -20, 12
> Cc1ccc(NC(=O)COc2ccccc2C#N)cc1S(=O)(=O)N1CCCCCC1
    -1, 1, -9, -5, 11, -1, -7, 10, -9
> NS(=O)(=O)c1cccc(NC(=O)COC(=O)c2ccccc2SCC(=O)N2CCCC2)c1
    -8, 0, 0, -29, 3, -1, -9, 5, 0
> Cc1ccc(S(=O)(=O)NNC(=O)c2ccc(F)cc2)cc1
    2, -2, -9, 0, -6, -9, -23, 3, -8
> COc1ccc2c(c1)CCCC21NC(=O)N(CC(=O)c2cc(F)ccc2F)C1=O (stereo not given)
    -1, 1, -7, -7, 3, -2, -1, 12, 3
> CC1Cc2ccccc2N1C(=O)CN(C)CC(=O)Nc1cccc(F)c1 (stereo not given)
    0, -3, 4, 10, 4, -2, 1, 11, 1
> COc1cc(/C=C/C(=O)OCC(=O)NC(=O)NC(C)(C)C)cc(OC)c1OC
    1, -2, -8, -360, -17, -7, -9, 25, -8
> Cc1cc(OCCCCOc2ccc(S(N)(=O)=O)c(C)c2)ccc1S(N)(=O)=O
    3, 0, 9, 12, 5, -7, 4, 7, 2
> C=CCn1c(O)c(N=NC(=S)Nc2cccc(C)c2)c2ccccc21
    3, -5, -3, 42*, 19, -18, 10, 3, -3
> N#C/C(=C\c1cccnc1)C(=O)Nc1ccc(Cl)cc1
    -2, 1, -5, 8, 6, 9, 0, 6, 1

Below each SMILES – SENP1 FRET inh, MIN6 prolif, SENP7 block, SENP8 block-1, UBC13 polyUb, HKDC1 inh, SENP6 block, PfGluPho inh, SENP8 block-2
> C[C@H](NC(=O)COc1ccccc1)C(=O)OCC(=O)c1cc2ccccc2o1
    -8, /, /, -14, /, 2, /, -71, /
> Cn1c(=O)n(C)c2cc(/C=N/NC(=O)c3ccncc3)ccc21
    /, -2, -8, /, -14, /, -10, /, -1
> CC1C(C#N)=C(N)OC2=C1C(=O)CC(c1ccccc1)C2 (stereo not given)
    -7, -2, -11, 14, 8, -5, -3, -9, 4
> O=C(CN1CCOc2ccccc21)N1CCN(c2cccc(Cl)c2)CC1
    -26, 1, -8, -2, -1, 6, 1, 22, -7
> O=C(COc1ccccc1O)NNc1ccccc1
    1, 1, -2, 13, 11, -11, 9, -11, -2
> CCOC(=O)c1cnc(N)nc1-c1ccccc1
    3, /, /, -4, /, -2, /, 11, /
> Cc1cccc(NC(=O)c2sc(NC(=O)COc3ccccc3)c(C#N)c2C)c1C
    0, 1, 27, -167, -19, -6, -2, -15, 0
> Cc1cc(C)c(S(=O)(=O)c2cccc(Br)c2C)c(=O)[nH]1
    -1, -4, -2, -106, 5, 1, -36, 0, -8
> O=C(NCc1ccc(F)cc1)C1CCCN(C(=O)Nc2ccccc2)C1 (stereo not given)
    1, 0, 5, 20, -8, -6, 6, -10, 11
> CCOC(=O)C1(Cc2cccc(OC)c2)CCN(Cc2cnc(N)nc2)CC1
    -2, -3, 0, 10, 0, -6, -12, 3, -3

Below each SMILES – SENP1 FRET inh, MIN6 prolif, SENP7 block, SENP8 block-1, UBC13 polyUb, HKDC1 inh, SENP6 block, PfGluPho inh, SENP8 block-2
> CC(=O)Nc1cc(-c2nn3c(C)nnc3s2)ccc1C
    -2, 0, 8, 2, 6, -5, -3, 12, -2
> CC1CC(=O)Nc2ccccc2N1C(=O)COc1ccc2cc(Br)ccc2c1 (stereo not given)
    0, -2, 2, 9, 28, 7, -6, -4, 3
> CN(Cc1ccccc1)C(=O)c1cccc(NC(=O)Cc2ccc(NC(=O)C3CCCN(C(=O)C4CCCCC4)C3)cc2)c1 (stereo not given)
    6, /, /, 2, /, 11, /, -19, /
> Cc1nn(CC(=O)NCCc2ccccc2)c(=O)c2cc3occc3n12
    1, -3, 9, 16, -4, -5, -3, -15, -9
> O=C(Nc1cc(Cl)ccc1F)C1=COCCO1
    1, 2, 6, -3, -6, -2, -1, 16, -11
> CC(C)(CN1CCc2ccccc2C1)NS(=O)(=O)c1ccccc1
    1, 7.7*, 1, 23, 1, -8, 0, 2, 3

Quoted at random: 2 entries already listed
Below each SMILES – SENP1 FRET inh, MIN6 prolif, SENP7 block, SENP8 block-1, UBC13 polyUb, HKDC1 inh, SENP6 block, PfGluPho inh, SENP8 block-2
> Cc1nn(CC(=O)NCCc2ccccc2)c(=O)c2cc3occc3n12
    1, -3, 9, 16, -4, -5, -3, -15, -9
> CC(C)(CN1CCc2ccccc2C1)NS(=O)(=O)c1ccccc1
    1, 7.7*, 1, 23, 1, -8, 0, 2, 3

Taken from above:
Under SENP6 block, `CC(=O)Nc1cc(-c2nn3c(C)nnc3s2)ccc1C` is listed with -3
Under MIN6 prolif, `O=C(Nc1cc(Cl)ccc1F)C1=COCCO1` is listed with 2
Under SENP8 block-2, `Cc1nn(CC(=O)NCCc2ccccc2)c(=O)c2cc3occc3n12` is listed with -9
Under SENP8 block-1, `CN(Cc1ccccc1)C(=O)c1cccc(NC(=O)Cc2ccc(NC(=O)C3CCCN(C(=O)C4CCCCC4)C3)cc2)c1` (stereo not given) is listed with 2

Full records, quoted from the list. Values in the order: SENP1 FRET inh, MIN6 prolif, SENP7 block, SENP8 block-1, UBC13 polyUb, HKDC1 inh, SENP6 block, PfGluPho inh, SENP8 block-2
C=CCn1c(O)c(N=NC(=S)Nc2cccc(C)c2)c2ccccc21 as listed: 3, -5, -3, 42*, 19, -18, 10, 3, -3
CSc1ncc(CN2CCc3c([nH]c4ccccc34)C2c2cccc(C)n2)cn1 (stereo not given) as listed: -18, -7, -6, 16, 13, 7, 5, -1, -5

Compound activity (PubChem BioAssay)
